Bioassay records as filed in PubChem BioAssay.
PP1 counter: PP1-alpha (human) inhibition in PP5 counter-screen; P62136; purified PP1alpha, OMFP fluorescence; inhibition, % at 6.7 µM; 0.9% of 320,000 active; AID 2235;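 active = inhibition above the mean inhibition of all tested compounds plus 3 SD, computed separately for each screening campaign, cut at about 15% in these data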
HCV core dimer: HCV core protein dimerization inhibition | TR-FRET GST/Flag-core106 dimerization, 1536-well | inhibition, % at 5 µM | 0.33% of 300,000 active;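 active = inhibition above the mean of all tested compounds plus 3 SD, set per screening campaign, cut at about 45% in these data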
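Assay system – GST-tagged and Flag-tagged HCV core protein residues 1-106 · Quantity – core106 proteins, GST 13.5 nM and Flag 17 nM · Benchmarks – unlabelled core106 and no-GST-core106 wells · Read-out basis – percent inhibition of core106 dimerization signal · Detection – time-resolved FRET, ex 340 nm, em 617 and 671 nm · Schedule – 4 h at 22.5 °C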
TPT1 inh: blocks Candida albicans tRNA 2'-phosphotransferase; recombinant caTPT1, FP RNA substrate dephosphorylation; inhibition, % at 5 µM; 0.81% of 300,000 active; AID 1962;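 active = inhibition above the mean of all tested compounds plus 3 SD, set per screening campaign, cut at about 24% in these data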;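 also: plate controls were DMSO alone for no effect and ferristatin control at 100 nM for full effect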
PP5 primary: PP5 (human) phosphatase inhibition. P53041. purified PP5c, OMFP substrate fluorescence. inhibition, % at 6.7 µM. 0.18% of 320,000 active;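 active = inhibition above the campaign's mean inhibition across all tested compounds plus 3 SD, cut at about 9.5% in these data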;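 also: 0% = DMSO only and 100% = 100 µM cantharidin control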
Target sequence (P53041 whole entry, looked up): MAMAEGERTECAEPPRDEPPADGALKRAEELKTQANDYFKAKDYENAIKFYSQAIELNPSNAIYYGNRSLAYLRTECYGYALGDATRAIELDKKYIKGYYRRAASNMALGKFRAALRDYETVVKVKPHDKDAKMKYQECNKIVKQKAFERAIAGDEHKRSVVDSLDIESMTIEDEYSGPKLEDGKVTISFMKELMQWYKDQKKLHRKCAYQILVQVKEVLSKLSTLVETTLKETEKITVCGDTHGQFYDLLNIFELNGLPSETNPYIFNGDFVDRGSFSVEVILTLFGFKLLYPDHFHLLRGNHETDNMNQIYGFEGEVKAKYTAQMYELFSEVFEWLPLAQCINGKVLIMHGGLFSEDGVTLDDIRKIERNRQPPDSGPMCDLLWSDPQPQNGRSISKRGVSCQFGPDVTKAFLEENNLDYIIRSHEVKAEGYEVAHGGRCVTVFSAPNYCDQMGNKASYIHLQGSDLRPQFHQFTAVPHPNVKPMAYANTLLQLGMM
Fh CTSL1 inh: blocks F. hepatica cathepsin L1 in PFM18AAP counter-screen | recombinant F. hepatica cathepsin L1, Z-Leu-Arg-MCA fluorescence | inhibition, % at 5.96 µM | 0.49% of 300,000 active | AID 1906;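 active = inhibition above the mean of all tested compounds plus 3 SD, set per screening campaign, cut at about 17% in these data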;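 also: 0% = plate median of test compound wells and 100% = 1 µM Z-Phe-Ala-diazomethylketone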
AHR act: human AHR activation; P35869; AHR-responsive luciferase reporter cells, luminescence; activation, % at 5 µM; 2.5% of 320,000 active; in the data active = activation above about 47%;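 also: 0% = vehicle wells and 100% = reference agonist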
PAFAH2 FP inh: PAFAH2 (human) inhibition | Q99487 | recombinant PAFAH2, FP-rhodamine activity probe, fluorescence polarization | inhibition, % at 3.39 µM | 0.99% of 340,000 active;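 active = inhibition above the mean over all tested compounds plus 3 SD, cut at about 30% in these data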;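 also: inhibitors block probe labeling of enzyme so polarization drops; 0% = enzyme with DMSO and 100% = wells lacking PAFAH2 protein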
procasp3 activ: activates human procaspase-3; P42574; recombinant procaspase-3 D3A, Ac-DEVD-pNA absorbance 405 nm; activation, % at 8.5 µM; 0.11% of 330,000 active;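 active = activation above the mean of all tested compounds plus 3 SD, cut at about 21% in these data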;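 also: 0% = DMSO alone and 100% = DMSO wells spiked with extra 5 µM PC-3 D3A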
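System: Procaspase-3 D3A mutant. Medium: Zinc-free 300 mM NaCl, 50 mM HEPES, 0.01% Triton X-100. Schedule: 1 h preincubation plus 2 h reaction at 25 °C. Measured by: 405 nm absorbance of p-nitroaniline, reads at 0 and 120 min. Read-out: percent activation relative to control range.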
proCasp7 act: counter-screen for procaspase-3 activators: activators of human procaspase-7; P55210; recombinant procaspase-7, Ac-DEVD-pNA absorbance 405 nm; D23A/D198A/D206A triple mutant, cannot self-cleave; scale: DMSO 0, 5 µM enzyme 100; activation, % at 8.5 µM; 0.093% of 330,000 active;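 active = percent activation above the screen-wide mean plus 3 SD, cut at about 25% in these data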
Target sequence (P55210 whole entry D23A/D198A/D206A): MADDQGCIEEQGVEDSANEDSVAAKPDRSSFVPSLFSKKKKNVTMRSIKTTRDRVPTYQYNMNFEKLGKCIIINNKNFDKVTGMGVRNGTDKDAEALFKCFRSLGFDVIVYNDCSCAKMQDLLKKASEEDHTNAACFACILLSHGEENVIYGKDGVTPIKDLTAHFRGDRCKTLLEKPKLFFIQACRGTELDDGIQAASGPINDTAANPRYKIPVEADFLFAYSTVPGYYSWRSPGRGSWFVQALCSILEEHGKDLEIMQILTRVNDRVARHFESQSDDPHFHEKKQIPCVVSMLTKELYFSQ
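buffer or medium = Zinc-free HEPES/NaCl buffer, pH 7.4 | material = Procaspase-7 triple mutant (PC-7 D3A) | input = 2 µM procaspase-7 mutant as dispensed | signal = Epi-absorbance of released pNA at 405 nm, two timepoints | timing = 1 h preincubation, 2 h reaction | replicates = singlicate compound testing | evaluation = % activation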
* hit, by the source's call; . = no result given; & = joins results of further samples.

No.	mol	PP1 counter	HCV core dimer	TPT1 inh	PP5 primary	Fh CTSL1 inh
1	O=C(Nc1cccc2c1C(=O)NC2=O)c1ccccc1[N+](=O)[O-]	-4	2	-8	-1.7	1
2	CN(CC(=O)Nc1ccc(Cl)c(C(F)(F)F)c1)C(=O)C1CCCO1 (configuration not stated)	-1	.	.	1.9	.
3	CN(CC(=O)Nc1cccc(F)c1)C(=O)c1cn2ccccc2n1	-4	.	.	-0.9	.
4	CCCCN=C1C([N+](=O)[O-])=CC=C2C1=NC1(CCCCC1)N2O	-4	-12	3	-0.1	-1
5	CCOc1ccccc1CN1C(=O)c2ccccc2C1C(=O)NCC1CCCO1 (configuration not stated)	0	-7	-2	2.5	-2
6	COCCOC(=O)C1=C(C)NC(=O)N(C(C)=O)C1c1ccc(Cl)cc1 (configuration not stated)	-4	-2	-1	0.2	-1
7	CCCCOc1ccc(C(C)NC(=O)C2CCCN(S(=O)(=O)CC)C2)cc1 (configuration not stated)	3	4	-4	2.8	-5
8	COc1ccc(NC(=S)c2ccc(N(C)C)cc2)cc1	-6	-3	1	-1.6	0
9	CCCOc1ccc(S(=O)(=O)NCc2ccc(OC)cc2)cc1	1	10	-1	1.3	0
10	O=S(=O)(c1ccccc1)N1CCN(S(=O)(=O)N2CCCCC2)CC1	1	1	-2	-0.8	-8

No.	AHR act	PAFAH2 FP inh	procasp3 activ	proCasp7 act
1	0	-3	3	-1
2	0	-1	4	-7
3	0	6	-3	4
4	3	2	10	9
5	-2	-1	9	4
6	-1	1	2	-9
7	3	-4	2	-5
8	-4	-7	-2	-5
9	0	-2	9	6
10	-1	2	4	-10

The final 2 records of the part above lead into the next:
No.	mol	PP1 counter	HCV core dimer	TPT1 inh	PP5 primary	Fh CTSL1 inh
9	CCCOc1ccc(S(=O)(=O)NCc2ccc(OC)cc2)cc1	1	10	-1	1.3	0
10	O=S(=O)(c1ccccc1)N1CCN(S(=O)(=O)N2CCCCC2)CC1	1	1	-2	-0.8	-8
11	Cc1[nH]c2ccc(C(=O)N3CCCCC3)cc2c1C	-1	-3	-1	0.5	2
12	Cc1ccccc1NS(=O)(=O)c1ccc(C(=O)N2CCCCCCC2)cc1	0	-6	-5	0.9	-2
13	O=C(CN1CCCc2ccccc21)Nc1ccccc1[N+](=O)[O-]	1	2	-3	0.6	6
14	O=C(COC(=O)C1CCCN1C(=O)c1cccs1)Nc1ccc2c(c1)OCO2 (configuration not stated)	0	20	1	-1.2	-12
15	Cc1ccc2[nH]c(C(=O)Nc3ccc(F)cc3)cc2c1	3	6	-1	-0.4	2
16	CN(C)/C=C(\C=O)c1c(Cl)cccc1Cl	-2	4	-2	2.2	-3
17	Cc1cc2nc(SCC(=O)Nc3nonc3C)c3c(c2cc1C)CCCC3	4	-3	3	0.5	-2
18	COc1ccc(C(=O)NC2CC2)cc1OC1CCN(Cc2ccc(F)cc2F)CC1	-2	-7	1	-0.9	-1
19	Cc1ccc(OCC(=O)Nc2ccc(CN3CCOCC3)cc2)cc1C	-1	3	1	-0.2	-1
20	COc1cc(NC(=O)c2cc3sccc3n2C)cc(OC)c1	1	-1	1	1.6	4

No.	AHR act	PAFAH2 FP inh	procasp3 activ	proCasp7 act
9	0	-2	9	6
10	-1	2	4	-10
11	10	-3	3	-3
12	2	7	-11	-1
13	0	2	-3	-5
14	4	2	6	10
15	11	6	-4	8
16	-1	2	1	1
17	5	1	7	-3
18	1	1	-10	-4
19	-5	7	-6	2
20	30	-7	1	-2

Later entries
No.	mol	PP1 counter	HCV core dimer	TPT1 inh	PP5 primary	Fh CTSL1 inh
21	COC(=O)C(C)n1cnc2c(nnn2Cc2ccc(Cl)cc2)c1=O (configuration not stated)	-2	0	0	1.7	-5
22	Cc1cc(C)n(CCN(C)C(=O)CCc2nnc(CCC3CCCCC3)o2)n1	-4	4	0	4.5	-1
23	Cc1c(Cl)cccc1NC(=O)CCC(=O)NNC(=O)c1ccccc1	-3	-10	-3	0.3	-3
24	O=C(CSc1nc2ccc([N+](=O)[O-])cc2[nH]1)NC1CCCC1	-4	-2	0	0.4	-2
25	Cc1ccc(/C=N/NC(=O)c2cccc(NC(=O)c3ccccc3C)c2)o1	-2	9	0	3.4	1
26	O=c1cc(N2CCc3ccccc3C2)[nH]c(=O)n1-c1ccccc1Cl	2	2	0	2.1	-4
27	Cc1[nH]c(=O)[nH]c(=O)c1S(=O)(=O)N1CCCC(C(=O)NCCc2ccc(Cl)cc2)C1 (configuration not stated)	-2	3	-3	1.1	-1
28	O=C(CSc1ncccn1)NNC(=O)c1ccccc1	-4	-7	0	0.9	3
29	CC(=O)c1cccc(NC(=O)Cc2ccc3c(c2)CCCC3)c1	1	1	5	3.2	-1
30	COc1cccc(CC(=O)OCC(=O)NC2CCCCCC2)c1	0	1	2	1.3	-4

No.	AHR act	PAFAH2 FP inh	procasp3 activ	proCasp7 act
21	1	-6	11	-1
22	14	4	9	8
23	1	5	2	-1
24	11	1	3	10
25	8	-15	-2	-1
26	4	5	-1	12
27	-2	2	8	-5
28	0	7	-1	-5
29	4	1	16	-6
30	-1	29	2	9

Further entries.
No.	mol	PP1 counter	HCV core dimer	TPT1 inh	PP5 primary	Fh CTSL1 inh
31	Cc1cc(C(=O)OCC(=O)NC(=O)c2cccn2C)c2ccccc2n1	0	7	3	-1.0	-8
32	O=C(CNCc1ccc(Cl)cc1)Nc1ccc(C(=O)N2CCCCC2)cc1	7	-6	-1	3.0	-2
33	O=C(NNS(=O)(=O)c1ccc([N+](=O)[O-])cc1)C(=O)Nc1cccc(C(=O)O)c1	-5	-10	-7	0.7	-1
34	COc1ccc(CCN2C(=O)NC(NC(=O)C(C)(C)C)(C(F)(F)F)C2=O)cc1OC (configuration not stated)	0	-7	-3	-0.6	-3
35	CCCCOc1cc(C(=O)NCCN(CC)CC)c2ccccc2n1	-4&-1	-5&4	-1&-3	-0.2&-0.2	-3&4
36	CC(=O)Nc1ccc(S(=O)(=O)N2CCCC2C(=O)Nc2ccc(F)cc2)cc1 (configuration not stated)	0	3	0	2.7	-4
37	COC(=O)c1ccc(NS(=O)(=O)c2cc3c4c(c2)CCN4C(=O)CC3)cc1	-5	0	1	-1.4	3
38	COc1cc(/C=N/NC(=O)c2ccc(=O)[nH]n2)ccc1O	-4	-12	-2	0.4	2
39	Cc1nc(N2CCOCC2)c2oc3ccccc3c2n1	1	-1	1	-2.0	0
40	COc1ccccc1NC(=O)CN1CCC(c2nc3ccc(C)cc3[nH]2)CC1	-1	5	-3	0.4	2

No.	AHR act	PAFAH2 FP inh	procasp3 activ	proCasp7 act
31	2	2	4	4
32	1	-12	8	-4
33	4	-4	-3	-16
34	2	3	4	-4
35	-1&4	0&-2	9&1	4&13
36	-2	-4	3	10
37	1	3	1	5
38	6	1	-1	0
39	100*	-12	-8	4
40	5	0	9	8

Later entries
No.	mol	PP1 counter	HCV core dimer	TPT1 inh	PP5 primary	Fh CTSL1 inh
41	COCC(=O)NC1CC2CCC(C1)N2C(=S)Nc1ccccc1C(=O)OC (configuration not stated)	-1	-1	-4	-0.1	-5
42	CCn1cc[n+](C)c1P(c1ccccc1)c1ccccc1	-2	-7	-2	0.0	4
43	COc1ccc(N(C(=O)CNC(=O)c2ccco2)C(C(=O)NC2CCCCC2)c2ccco2)cc1 (configuration not stated)	1	4	-3	1.1	1
44	CC(C)OCC(O)CN1CCN(C(c2ccccc2)c2ccccc2)CC1 (configuration not stated)	-5	5	0	-0.5	0
45	COc1ccc(S(=O)(=O)N(C)CC(=O)NCCN2CCOCC2)cc1	-4	3	-2	-0.7	1
46	COc1ccc(-c2csc3nc(C)n(-n4cccc4)c(=O)c23)cc1	0	6	11	-0.2	2
47	COC(=O)c1ccccc1OCCCN(C)C	-4	-3	-2	0.4	2
48	CC[C@@]12C(=O)N(c3ccccc3)C(=O)N1[C@H](c1ccc(OC)cc1)[C@@H]1C(=O)N(C(C)(C)C)C(=O)[C@@H]12	3	-1	1	3.3	-3
49	CC(=O)OC[C@H]1O[C@H](C/C=N/O[C@@H](C)c2cn([C@H](CO)Cc3ccccc3)nn2)C=C[C@@H]1OC(C)=O	1	-9	4	-0.4	-1
50	CC(=O)Cc1nsc(NC(=O)c2cccc(F)c2)n1	-5	-3	-1	-0.2	0

No.	AHR act	PAFAH2 FP inh	procasp3 activ	proCasp7 act
41	1	-2	3	8
42	-4	-4	12	12
43	2	9	4	-2
44	1	0	-3	-2
45	-2	-4	3	7
46	5	1	7	3
47	-5	-6	10	4
48	7	-1	1	6
49	3	.	3	8
50	8	3	5	5

4 compounds picked at random from those above:
No.	mol	PP1 counter	HCV core dimer	TPT1 inh	PP5 primary	Fh CTSL1 inh
39	Cc1nc(N2CCOCC2)c2oc3ccccc3c2n1	1	-1	1	-2.0	0
29	CC(=O)c1cccc(NC(=O)Cc2ccc3c(c2)CCCC3)c1	1	1	5	3.2	-1
14	O=C(COC(=O)C1CCCN1C(=O)c1cccs1)Nc1ccc2c(c1)OCO2 (configuration not stated)	0	20	1	-1.2	-12
26	O=c1cc(N2CCc3ccccc3C2)[nH]c(=O)n1-c1ccccc1Cl	2	2	0	2.1	-4

No.	AHR act	PAFAH2 FP inh	procasp3 activ	proCasp7 act
39	100*	-12	-8	4
29	4	1	16	-6
14	4	2	6	10
26	4	5	-1	12

Continuation.
No.	mol	PP1 counter	HCV core dimer	TPT1 inh	PP5 primary	Fh CTSL1 inh
51	CN(C)S(=O)(=O)c1ccc(N2CCCC2)c(C(=O)Nc2ccc(N3CCOCC3)cc2)c1	-6	-5	-2	2.4	1
52	CC(C)(C)CC(C)(C)Nc1c(-c2ccc(O)cc2)nc2cnccn12	8	8	-1	1.5	16
53	C1=CCN(Cc2ccccc2)C1	-2	1	1	-0.3	-3
54	Cc1c(Br)c([N+](=O)[O-])nn1CCCC(=O)NC(C)c1ccccc1 (configuration not stated)	-1	-1	-1	-0.5	3
55	Cc1ccc(C(=O)C2=C(O)C(=O)N(c3ncccn3)C2c2ccc(F)cc2)o1 (configuration not stated)	3	1	2	-1.9	-2

No.	AHR act	PAFAH2 FP inh	procasp3 activ	proCasp7 act
51	1	1	6	0
52	1	3	2	-13
53	0	-4	6	18
54	0	3	6	2
55	4	4	-26	-16
